Assay outcomes from PubChem BioAssay.
M. tuberculosis – growth inhibition of non-replicating M. tuberculosis (AID 488890) | Mycobacterium tuberculosis non-replicating, growth inhibition; higher % means a stronger effect | inhibition, % at 25 µM, or IC50 in µM where a hit was titrated | actives 0.39% (n = 320,000); in the data active = a potency from the dose series; inconclusive = inhibition mostly from about 82% at the one dose, without a potency; inactive = the rest, 99 in 100 with inhibition below about 76%;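 also: plate controls were DMSO cells for no effect and high antibiotic wells for full effect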
PhoP GFP inhibition – PhoP regulon inhibitors, Salmonella typhi PhoP promoter GFP reporter, confirmatory (AID 1850) | actives 0.33% (n = 310,000) | Salmonella Typhi PhoP-promoter GFP reporter, fluorescence, 4 h; higher % means a stronger effect | inhibition, % at 50 µM, or IC50 in µM where a hit was titrated; in the data active = a potency from the dose series; inconclusive = inhibition mostly from about 25% at the one dose, without a potency; inactive = the rest, 99 in 100 with inhibition below about 19%;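 also: 0% = induced wells with vehicle and 100% = uninduced wells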
H1N1 NS1A inhibition – H1N1 influenza NS1A inhibitors, functional cell based assay (AID 504329). actives 0.3% (n = 340,000). one-dose inhibition, % at 12.5 µM; IC50 in µM for titrated hits. NS1A functional cell-based assay, percent inhibition; higher % means a stronger effect; in the data active = a potency from the dose series; inconclusive = inhibition above about 27% without an active follow-up result; also: strong numbers were not always called active
inhibitors of VEEV – inhibitors of VEEV TC-83 cytopathic effect, confirmation, Vero cells (AID 588727) | Vero cells, VEEV TC-83 cytopathic effect inhibition; higher % means a stronger effect | inhibition, % at 20 µM; hits with a dose series show IC50 in µM | actives 0.13% (n = 350,000); in the data active = a potency from the dose series; inconclusive = inhibition mostly from about 14% at the one dose, without a potency; inactive = the rest, 99 in 100 with inhibition below about 12%; also: strong numbers were not always called active
M. tuberculosis HTS – M. tuberculosis growth inhibition, HTS (AID 449762). inhibition, % at 25 µM; hits with a dose series show IC50 in µM. M. tuberculosis H37Rv growth inhibition, 7H9 media; higher % means a stronger effect. actives 0.59% (n = 330,000); in the data active = a potency from the dose series; inconclusive = inhibition above about 70% without an active follow-up result;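 also: bacterial growth assessed after seven days of incubation; strong numbers were not always called active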
inhibitors of VEEV 10K pilot screen – also measured in inhibitors of VEEV; calls as there; inhibition, %; measured here: 10K pilot screen inhibition
* marks the source's active call; other numbers are inactive results; i = inactive; ? = inconclusive; / = not tested or not shown; & = joins results of further samples. Rows are unselected, and some 1.5% of all compounds hit somewhere here.

SMILES | M. tuberculosis | PhoP GFP inhibition | H1N1 NS1A inhibition | inhibitors of VEEV | M. tuberculosis HTS | others
CN(C)S(=O)(=O)Nc1ccc(C(=O)O)cc1 | -12% | -4% | 0% | 0.7% | -4%
CCc1nc(N2CCCC2)c(C#N)c2c1CCCC2 | 7% | -4% | 14% | 0.2% | 6%
Cc1ccccc1NS(=O)(=O)c1ccc(OCC(=O)N2CCCC2)cc1 | -15% | 5% | 11% | 0.1% | -14%
Cc1onc(-c2ccccc2)c1C(=O)Nc1ccc(N2CCOCC2)cc1 | -2% | -9% | -3% | 0.2% | -4% | inhibitors of VEEV 10K pilot screen=1.8
COc1ccccc1N1CCN(C(=O)CCc2nnc3ccc(N4CCOCC4)nn23)CC1 | -12% | 1% | 1% | 3.0% | -4%
O=[N+]([O-])c1ccc2nc(-c3ccccn3)[nH]c2c1 | i | -3% | -13% | 13% | -2%
CCCCCCCN1N=C(C)C(C(=O)c2ccccc2)C1=O (centres undefined) | ? | 4% | 1% | 3.5% | 65%
COC(=O)c1ccc(OC)c(Cn2c(=O)n(C)c(=O)c3ccccc32)c1 | 10% | -5% | 0% | i | -5%
CN(Cc1ccccc1)S(=O)(=O)c1ccc(NC(=S)NC(=O)C2CCCC2)cc1 | 78% | -9% | -4% | 5.5% | -2% | inhibitors of VEEV 10K pilot screen=6.5
COc1ccccc1/C=N/NC(=O)CCn1cnc2ccccc21 | 7% | -9% | -7% | 0.2% | 0% | inhibitors of VEEV 10K pilot screen=0.9
Cc1cccc2cc(CNCc3ccccc3)c(Cl)nc12 | 46% | 8% | -7% | 0.4% | 7%
O=C(c1cccc(Cl)c1)N1CCC(c2nc3ccccc3[nH]2)CC1 | 0% | -4% | -10% | 1.9% | -10%
O=C(Nc1nc2c(F)cccc2s1)c1ccco1 | -20% | -8% | -3% | 3.3% | -10%
Fc1ccccc1-n1c(-c2ccc3ccccc3n2)n[nH]c1=S | -6% | -6% | -2% | 1.9% | 3%
CCN(CC(=O)Nc1c(F)cccc1F)C(=O)Cc1ccc2c(c1)CCC2 | 10% | 7% | 8% | 3.6% | 1%
CNC(=O)C(=O)NCC1CCCN1S(=O)(=O)c1cccs1 (centres undefined) | 3% | 0% | -11% | 1.1% | -5%
COc1ccc(OC)c2[nH]c(C(=O)N/N=C/c3ccccc3O)cc12 | 30% | -14% | 6% | 11% | 11%
CC(=O)n1cc(/C=N/NC(=O)c2ccc(Cl)cc2)c2ccccc21 | 3% | -7% | -21% | i | 12%
O=C(Nc1nc(-c2cc3ccccc3oc2=O)cs1)c1ccco1 | / | / | 32% | 1.7% | -2%
CCOc1cc(C(=O)NCC(=O)N/N=C/c2sccc2C)cc(OCC)c1OCC | 0% | -8% | -1% | 1.1% | -10%
Cc1ccc(NC(=S)N(Cc2cccc(Br)c2)CC2CCC(C(=O)O)CC2)cc1Cl (centres undefined) | 14% | 8% | 4% | 0.7% | -1%
COc1ccc(CCNC(=O)CC2SC(N)=NC2=O)cc1OC (centres undefined) | 12% | 0% | -4% | 0.2% | 3%
O=C(Nc1ccccc1C(=O)Nc1ccccc1)c1ccccc1F | 1% | 0% | 2% | 0.7% | 8%
Cc1ccc(NC(=O)N2CCCCCC2)cc1 | 2% | -7% | 14% | 1.0% | -2%
CCN1CCN(C(=O)c2ccc(C)c(S(=O)(=O)Nc3cccc(C)c3)c2)CC1 | -7% | -3% | -7% | 1.7% | -12%
COc1ccc(-c2csc(-c3cccs3)n2)c(OC)c1 | -9% | 4% | -8% | 2.4% | 10%
O=C(Nc1ccc(-c2nc3ccccc3[nH]2)cc1)c1cccc(N2C(=O)CCC2=O)c1 | -17% | -3% | 3% | 2.4% | 3%
Cn1c(C(=O)N2CCN(c3ccc(Cl)cc3)CC2)cc2c(=O)[nH]c3ccccc3c21 | 41% | -3% | 14% | 6.5% | 16%
CCC(C)c1ccccc1NC(=O)c1cc2cccc([N+](=O)[O-])c2[nH]1 (centres undefined) | 42% | 2% | / | 3.2% | -6%
Cc1cc(=O)oc(C)c1C(=O)O | -4% | -11% | -1% | i | 1%
CSc1cccc(NC(=O)CC2Oc3ccccc3NC2=O)c1 (centres undefined) | 0% | -4% | -8% | i | -3%
COC(=O)C1=CO[C@@H](C)[C@@H]2CN3CC[C@]4(C(=O)Nc5ccccc54)[C@@H]3C[C@H]12 | 8% | -6%&-2% | 13% | 1.6% | -2%
C=CCN(c1ccccc1)S(=O)(=O)c1cccc(C(=O)Nc2cc(C)ccn2)c1 | 42% | 1% | 4% | 9.5% | 15%
O=C(NC(Cc1ccccc1)C(=O)NCCc1ccccn1)c1cccs1 (centres undefined) | -1% | 6% | 1% | 0.7% | 8%
COc1ccc(C[C@H]2CN3C(=NC[C@@H]3C(C)C)N2CCNC(=O)CCC2CCCCC2)cc1 | 72% | -11% | -18% | 0.0% | 10%
Nc1ccc(SCC(=O)Nc2cccc([N+](=O)[O-])c2)cc1 | 28% | 0% | 6% | 4.0% | 50%
CCN(CC)S(=O)(=O)c1cc(C(=O)Nc2ccccc2[N+](=O)[O-])ccc1Cl | 17% | -1% | 11% | ? | 11%
CCCOc1ccc(-c2csc3ncn(Cc4ccc(C(=O)O)cc4)c(=O)c23)cc1 | 23% | 7% | -4% | 1.3% | 12%
CCN(CC(=O)NC(C)C)C(=O)c1ccc(Cl)cc1 | 8% | -12% | -6% | 1.3% | -5% | inhibitors of VEEV 10K pilot screen=0.9
O=C(Cn1cc([N+](=O)[O-])cn1)NCc1ccc(-n2cccn2)cc1 | 12% | -5% | 14% | 0.3% | -5% | inhibitors of VEEV 10K pilot screen=0.6
COc1ccc(CCNC(=O)Cn2nnc(C(=O)Nc3ccc(Br)cc3)c2N)cc1OC | 11% | -3% | 1% | 8.2% | 9%
O=C(Nc1ccc([N+](=O)[O-])cc1)c1cccc(S(=O)(=O)Nc2cccnc2)c1 | -6% | 4% | -2% | 4.3% | 6%
COCC(=O)Nc1ccccc1C(=O)Nc1ccc(OC)cc1 | / | -10% | -9% | i | -2%
Cc1ccc(S(=O)(=O)NNC(=O)c2cccc(O)c2)cc1 | -11% | 0% | 13% | 1.8% | 12%
CC(=O)Nc1ccc(NC(=O)CCn2c(=S)oc3ccccc32)cc1 | 12% | -9% | -3% | 0.1% | 0% | inhibitors of VEEV 10K pilot screen=1.3

Reprinted from above, 2 compounds:
SMILES | M. tuberculosis | PhoP GFP inhibition | H1N1 NS1A inhibition | inhibitors of VEEV | M. tuberculosis HTS | others
COCC(=O)Nc1ccccc1C(=O)Nc1ccc(OC)cc1 | / | -10% | -9% | i | -2%
Cc1ccc(S(=O)(=O)NNC(=O)c2cccc(O)c2)cc1 | -11% | 0% | 13% | 1.8% | 12%

Structures listed so far that have fluorine, in the order listed:
SMILES | M. tuberculosis | PhoP GFP inhibition | H1N1 NS1A inhibition | inhibitors of VEEV | M. tuberculosis HTS | others
O=C(Nc1nc2c(F)cccc2s1)c1ccco1 | -20% | -8% | -3% | 3.3% | -10%
Fc1ccccc1-n1c(-c2ccc3ccccc3n2)n[nH]c1=S | -6% | -6% | -2% | 1.9% | 3%
CCN(CC(=O)Nc1c(F)cccc1F)C(=O)Cc1ccc2c(c1)CCC2 | 10% | 7% | 8% | 3.6% | 1%
O=C(Nc1ccccc1C(=O)Nc1ccccc1)c1ccccc1F | 1% | 0% | 2% | 0.7% | 8%

Carrying on.
SMILES | M. tuberculosis | PhoP GFP inhibition | H1N1 NS1A inhibition | inhibitors of VEEV | M. tuberculosis HTS | others
CCOc1cc(/C=N/NC(=O)c2cccnc2)ccc1OCC(=O)N1CCOCC1 | -2% | -3% | 7% | 0.3% | -2%
C=CCNC(=O)C(C#N)c1nc2ccccc2nc1N1CCN(Cc2ccccc2)CC1 (centres undefined) | -6% | -20% | -15% | i | -2%
O=C(CCSc1nc(-c2ccco2)cc(C(F)(F)F)n1)NCC1CCCO1 (centres undefined) | -1% | 4% | 2% | 9.7% | -1%
C[C@]12CCC3C(CC[C@H]4C[C@H](N)CC[C@]34C)C1CC[C@H]2O (some centres undefined) | 1% | -7% | 2% | i | 1%
COc1cc2c(c(OC)c1OC)-c1ccc(OC)c(=O)cc1[C@@H](NC(C)=O)CC2 | 19% | 14% | 2% | 13% | 7%
COc1cc(C(C)=O)ccc1OCC(O)CN1CCN(c2cc(C)cc(C)c2)CC1 (centres undefined) | 12% | 7% | 1% | i | ?
CC(C)(C)P(=O)(NCc1ccccc1)c1ccccc1 (centres undefined) | -1% | -1% | 0% | i | -4%
O=C(NC1CCCCC1)c1n[nH]c2c1CC(c1ccccc1)CC2 (centres undefined) | -9% | 1% | -7% | 0.5% | -2%
CC1(C)c2[nH]c3ccccc3c2C[C@@H]2C(=O)N(c3cc(F)ccc3F)C(=O)N21 | -7% | -2% | -3% | 0.6% | -3% | inhibitors of VEEV 10K pilot screen=1.3
COc1ccc(CSc2nnc(-c3ccncc3)n2C)cc1F | 10% | -9% | -26% | i | -2%
CN(Cc1cc2ccccc2[nH]c1=O)C(=O)c1cccs1 | -15% | 4% | -4% | 1.4% | -2%
COc1ccc(NC(=O)C(CC(C)C)NS(=O)(=O)c2ccc3c(c2)CCN3C(C)=O)cc1OC (centres undefined) | -1% | -12% | -13% | i | -2%
Cc1cccc(OCC(=O)N(C)c2c(N)n(Cc3ccccc3)c(=O)[nH]c2=O)c1C | -3% | / | -1% | 1.4% | 2%
C=CCCC1(C(C)C)C(=O)NC(=S)NC1=O | / | / | -2% | 3.9% | /
CN(Cc1ccccn1)Cc1nc(COc2ccccc2)no1 | 17% | 8% | 7% | 1.5% | -6%
Cc1cccc(NC(=O)c2cc(NC(=O)C3CCCCC3C(=O)O)ccc2Cl)n1 (centres undefined) | 2% | 1% | -1% | 4.5% | -3%
COc1ccc(CCNC/C=C/c2ccccc2)cc1 | 14% | 9% | -26% | 0.4% | 0%
CCCn1cnc2c(=S)nc(N)[nH]c21 | -10% | -6% | -4% | 0.6% | -10%
COc1ccccc1NNC(=O)C(O)(c1ccccc1OC)c1ccccc1OC | 6% | 1% | 0% | 1.4% | 4%
CCN1C(=O)CC(C(=O)OC)=C1C | -1% | -8% | -12% | 0.7% | -4%
CC1CCCC(NC(=O)COC(=O)c2cccc(NS(=O)(=O)/C=C/c3ccccc3)c2)C1C (centres undefined) | -30% | 1% | -6% | 0.7% | 44%
CC1C(=O)C(C)C(c2cccc(Br)c2)NC1c1cccc(Br)c1 (centres undefined) | -14% | -1% | -2% | 0.4% | 12%
CN(C)C(CNC(=S)Nc1cccc(Cl)c1)c1cccnc1 (centres undefined) | 11% | -2% | -2% | 0.2% | -6%
COc1ccc(NC(=O)Cc2ccc(Cl)c(Cl)c2)cn1 | 20% | 10% | -9% | i | 3%
CN(C)c1nc(N)c2ncc(=S)[nH]c2n1 | 52% | 5% | -3% | 2.5% | -1%
N#CCc1nn(Cc2ccc(F)cc2)c(=O)c2ccccc12 | 11% | 0% | 18% | 0.1% | 10%
CN1CCC(=O)N([C@H](CSc2ccc(Br)cc2)Cc2ccccc2)CC1 | 42% | -4% | 18% | 0.1% | 9%
C=CCSc1nnc(NC(=O)c2cccc(S(=O)(=O)N3CCOCC3)c2)s1 | 13% | -2% | 5% | 3.7% | -3%
COC(CNC(=O)Cc1c(C)nc2c(-c3ccccc3)c(C)nn2c1C)OC | 3% | 2% | 0% | 1.6% | -3%
COc1ccc(S(=O)(=O)N2CCN(C(=O)CCNC(=O)c3ccccc3Cl)CC2)cc1 | 11% | / | 4% | 2.8% | -12%
COc1cccc(-n2cc3c(c2-c2ccccc2)c(=O)n(C)c(=O)n3C)c1 | 20% | -2% | -6% | 6.4% | 1%
COc1ccc(N=C2SC(C(N)=O)CC(=O)N2Cc2ccc3c(c2)OCO3)cc1 (centres undefined) | 10% | 4% | 8% | 0.2% | 3%
Cc1ccc2ccccc2c1CSc1nc(N)nc2c1ncn2CC(C)C | / | / | 8% | 6.0% | /
C=CCNCCCOc1ccc(Cl)cc1Br | 14% | 3% | -7% | 0.3% | -2%
CCOC(=O)NC(=O)c1cn(C(CC)CO)c(=O)[nH]c1=O (centres undefined) | -16% | -5% | 1% | 0.3% | -12%
CN1CCN(C(=O)CN2C(=O)COc3ccc(S(=O)(=O)N4CCOCC4)cc32)CC1 | -3% | -8% | -7% | 1.4% | -1%
CCCc1cc(C(=O)Nc2ccc(OC)cc2[N+](=O)[O-])cs1 | / | / | 4% | 4.6% | /
